TSHR antagonist: Antagonists of the Thyroid Stimulating Hormone Receptor: HTS campaign. Thyrotropin receptor (Homo sapiens), P16473. TSHR-expressing cells, TSH-stimulated cAMP HTRF, 2 h; active compounds read low. activity change, negative = inhibition, % at 11.5 µM. hit rate 0.2% among 330,000;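 active means activity change below a set negative limit, meaning inhibition stronger than a set level, cut at about -70% in these data; inconclusive means activity change between two set negative limits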; further: on the % scale 0 is the no-effect control and ±100 the full control effect
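TSHR-expressing cells were treated with compounds, then stimulated with TSH at EC80 (4nM final) for 2 hours at 37 deg C. Cellular cAMP was measured by HTRF competition between lysate cAMP and cAMP-d2 for a cryptate-labelled anti-cAMP antibody.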
PKM2 act: qHTS Assay for Activators of Human Muscle isoform 2 Pyruvate Kinase. Pyruvate kinase PKM (Homo sapiens), P14618. purified PKM2, Kinase-Glo ATP luminescence, activation; response scale: 0% is enzyme alone, no compound. Potency, µM (titrated, usually from 57.5 µM), for the others: at the top dose activation, usual class: activators. hit rate 0.34% among 260,000. AID 1631, 2009; further: potency means the concentration at half of the fitted maximal effect; on the % scale 0 is the no-effect control and ±100 the full control effect; nearly all actives have a fitted effect of over 55% in size
Target sequence (P14618 whole entry, looked up, canonical isoform): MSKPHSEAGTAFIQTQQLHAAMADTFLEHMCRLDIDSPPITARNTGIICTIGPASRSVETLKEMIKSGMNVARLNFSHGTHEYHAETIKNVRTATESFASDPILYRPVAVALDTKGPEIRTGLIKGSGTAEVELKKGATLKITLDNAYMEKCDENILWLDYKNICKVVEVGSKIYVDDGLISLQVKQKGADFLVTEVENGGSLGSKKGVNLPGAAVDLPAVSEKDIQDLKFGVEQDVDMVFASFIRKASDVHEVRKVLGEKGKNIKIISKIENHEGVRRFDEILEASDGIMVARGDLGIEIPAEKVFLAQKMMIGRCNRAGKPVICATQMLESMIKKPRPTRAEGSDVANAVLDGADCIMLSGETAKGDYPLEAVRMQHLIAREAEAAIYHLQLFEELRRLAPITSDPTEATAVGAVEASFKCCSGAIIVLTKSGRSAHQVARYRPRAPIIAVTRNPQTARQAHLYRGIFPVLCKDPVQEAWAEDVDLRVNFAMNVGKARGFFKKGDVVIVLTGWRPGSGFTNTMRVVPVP
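hPK-M2, >95% pure; 0.1 mM ADP / 0.5 mM PEP final; imidazole pH7.2 buffer w/ 7 mM MgCl2, 50 mM KCl; 1 h RT; Kinase-Glo lum. Intermediate enzyme activity for dual inhibitor/activator qHTS.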
Menin-MLL TR inh: qHTS Assay for Inhibitors Targeting the Menin-MLL Interaction in MLL Related Leukemias: Competition With Texas Red Labeled MLL-derived Mutant Peptide; hit rate 0.23% among 270,000; Menin + Texas Red MLL mutant peptide, fluorescence polarization; Potency, µM (doses to about 61.6 µM), for inactives: top-dose FP activity change, negative = inhibition, usual class: inhibitors; AID 1768, 2009; active means well fitted inhibition curve with a large enough effect in the polarisation, with a control signal flat, not every such curve was filed as active; inconclusive means small, poorly fitted or top-dose-only effect, or effect the other way, or a change in a side signal; inactive means no such curve, though single readings can be large or run the other way; the % refers to the polarisation; further: potency means the concentration at half of the fitted maximal effect; % of control where 0% means no effect; many of its hits are not listed in these tables
Chronic BCR inh: qHTS Assay to Find Inhibitors of Chronic Active B-Cell Receptor Signaling. ABC-DLBCL IkBa-CBG/CBR reporter, luminescence ratio, 4 h. Potency, µM (doses to about 46.1 µM), for the others: at the highest dose ratio change, negative = lower green/red ratio, most hits filed as inhibitors. hit rate 0.05% among 340,000; active means well fitted inhibition curve with a large enough effect in the signal ratio, with a control signal flat, not every such curve was filed as active; inconclusive means small, poorly fitted or top-dose-only effect, or effect the other way, or a change in a side signal; the % refers to the signal ratio;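 further: potency means the concentration at half of the fitted maximal effect; plate controls were basal doxycycline-induced cells for no effect and cells given 10 µM MG132 for full effect; MG132 reads +100%, hits lower the ratio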
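TMD8 ABC-DLBCL cells carrying doxycycline-inducible green luciferase fused to IkappaBalpha plus unfused red luciferase were exposed to compounds (up to 46 uM) for 4 hrs at 37C. Activity came from the overlap-corrected green/red luminescence ratio.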
Eya2 phos inh: qHTS Assay for Inhibitors of the Phosphatase Activity of Eya2 | recombinant Eya2, OMFP fluorescence dephosphorylation (OMFP is methylfluorescein phosphate) | Potency, µM (titrated, usually from 76.9 µM), for inactives: at the top dose activity, negative = inhibition, actives largely listed as inhibitors | hit rate 0.006% among 330,000; further: potency means the concentration at half of the fitted maximal effect; on the % scale 0 is the no-effect control and ±100 the full control effect
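Eya2 (0.2 uM) preincubated 10 min at ambient with compound, then OMFP substrate added at 50 uM; 10 min reaction in 50 mM HEPES pH 7.5, 50 mM NaCl, 5 uM MgCl2, 0.05% BSA, 1 mM DTT. Fluorescence read at Ex 485/Em 525 nm.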
GALK inh: qHTS Assay for Inhibitors of Human Galactokinase (GALK); hit rate 0.007% among 270,000; P51570; Potency, µM (doses to about 57.5 µM), without a hit: at the top dose activity change, negative = inhibition, usual class: inhibitors; Purified GALK, Kinase-Glo residual ATP luminescence; further: potency means the concentration at half of the fitted maximal effect; on the % scale 0 is the no-effect control and ±100 the full control effect
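Compounds were pin-transferred into ATP buffer (35 uM final), then GALK plus galactose (5 nM, 100 uM final) was added. After 1 h at room temperature, Kinase-Glo Plus was added and luminescence read after 10 min.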
hERG WT inh: qHTS for Inhibitors of KCHN2 3.1: Wildtype qHTS | activity change, % at 1.84 µM | U2OS, BacMam KCNH2, thallium flux FluxOr; active compounds read low | AID 720551, 2013 | Voltage-gated inwardly rectifying potassium channel KCNH2 (Homo sapiens), Q12809 | hit rate 0.37% among 340,000;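 active means maximum activity change below -70%; inconclusive means maximum activity change between -70% and -50%; inactive means maximum activity change above -50%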; further: on the % scale 0 is the no-effect control and ±100 the full control effect
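U2OS cells transduced with wild-type KCNH2 virus are loaded with FluxOr dye for 45 min, and thallium flux is measured in kinetic reads before and after stimulation buffer. Rate constants are normalized to DMSO controls.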
USP2a block: qHTS Assay for Inhibitors of Ubiquitin-specific Protease USP2a Using CHOP2 as the Reporter | AID 463254, 2010 | Potency, µM (highest dose often 38.3 µM), without a hit: at the highest dose activity change, negative = inhibition, actives largely listed as inhibitors | USP2 core, Ub-CHOP2 coupled fluorogenic reporter, 485/531 | hit rate 0.01% among 330,000 | Ubiquitin carboxyl-terminal hydrolase 2 (Homo sapiens), O75604;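 further: potency means the concentration at half of the fitted maximal effect; plate controls were DMSO wells for no effect and full inhibition by NEM control for full effect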
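USP2 core (10nM final) preincubated 30min RT with compound in 20mM Tris-HCl pH 8.0, 2mM CaCl2, 2mM beta-mercaptoethanol, 0.05% CHAPS; 25nM Ub-CHOP2 plus 25nM reporter substrate added, fluorescence (Ex485/Em531) read after 60min.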
S-ASM inh: Inhibitors of Secretory Acid Sphingomyelinase (S-ASM): qHTS | Sphingomyelin phosphodiesterase (Homo sapiens), P17405 | placental ASM, HMU-PC fluorogenic substrate, 60 min | Potency, µM (top dose mostly 57.5 µM), for inactives: at the top dose activity change, negative = inhibition, usual class: inhibitors | hit rate 0.006% among 340,000; further: potency means the concentration at half of the fitted maximal effect
Target sequence (P17405 47-631 limits assumed): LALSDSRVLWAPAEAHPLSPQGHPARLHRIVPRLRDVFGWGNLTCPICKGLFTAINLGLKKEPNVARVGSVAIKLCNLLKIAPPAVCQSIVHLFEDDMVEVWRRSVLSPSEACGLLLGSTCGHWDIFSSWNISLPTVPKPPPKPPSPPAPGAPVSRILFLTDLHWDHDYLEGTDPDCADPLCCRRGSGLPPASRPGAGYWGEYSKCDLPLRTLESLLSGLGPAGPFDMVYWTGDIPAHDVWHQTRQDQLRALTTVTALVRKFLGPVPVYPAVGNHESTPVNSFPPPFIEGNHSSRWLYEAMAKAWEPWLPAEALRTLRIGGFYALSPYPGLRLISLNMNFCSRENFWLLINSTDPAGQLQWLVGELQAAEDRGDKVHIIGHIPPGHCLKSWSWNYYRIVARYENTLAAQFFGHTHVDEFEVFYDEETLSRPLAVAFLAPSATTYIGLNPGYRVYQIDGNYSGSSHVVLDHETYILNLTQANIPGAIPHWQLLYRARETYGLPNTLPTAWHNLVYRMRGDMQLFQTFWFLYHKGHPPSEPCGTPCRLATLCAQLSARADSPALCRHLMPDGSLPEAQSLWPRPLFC
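Fluorescence read-out (Ex 386 nm, Em 447 nm) after stopping the reaction at pH 10. Enzyme: ASM from human placenta; substrate HMU-PC0, 9 uM final; 60 min, 37 °C. Compound preincubation 10 min, ambient temperature.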
MBNL1 CUG block: qHTS Assay for Inhibitors of MBNL1-poly(CUG) RNA binding; Muscleblind-like protein 1 (Homo sapiens), Q9NR56; TR-FRET MBNL1-His/biotin-(CUG)12 binding, 665/545 ratio; Potency, µM (highest dose often 57.5 µM), inactives show at the top dose activity change, negative = inhibition, usual class: inhibitors; hit rate 0.036% among 280,000; active means well fitted inhibition curve with a large enough effect in the signal ratio, with a control signal flat, not every such curve was filed as active; inconclusive means small, poorly fitted or top-dose-only effect, or effect the other way, or a change in a side signal; inactive means no such curve, though single readings can be large or run the other way; the % refers to the signal ratio; further: potency means the concentration at half of the fitted maximal effect; on the % scale 0 is the no-effect control and ±100 the full control effect
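MBNL1-His + Biotin-(CUG)12, cpd titration 92 nM–58 uM; Tb anti-His Ab 0.055 ng/ul, SA-XL665 5 nM (final); 60 min RT; ratiometric 665/545 nm, Ex 340 nm; normalized to buffer and full-complex controls.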
Mito fusion act: qHTS Assay for Small Molecule Inhibitors of Mitochondrial Division or Activators of Mitochondrial Fusion; S. cerevisiae fusion-defective mutant growth rescue, CellTiterGlo 48 h; Potency, µM (series often up to 46.1 µM), without a hit: at the top dose growth rescue (activation), usual class: activators; hit rate 0.23% among 320,000;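 further: potency means the concentration at half of the fitted maximal effect; % of control where 0% means no effect; nearly all actives have a fitted effect of over 45% in size; temperature-sensitive fusion mutants such as fzo1-1 at 37 °C on non-fermentable ethanol glycerol medium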
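Growth-rescue viability read-out: after 48 h at the non-permissive 37C in glycerol/ethanol YPEG, yeast mitochondrial fusion mutants are measured by CellTiterGlo luminescence; compounds (23 nl pinned per well) restoring growth score as division inhibitors or fusion activators.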
* hit, by the source's call; ? = inconclusive; · = not tested or not shown; [ ] = dose if it differs, or a comment. Unless noted, the call rests on the fitted dose curve; in most records, active means well fitted curve in the direction sought with a large enough effect; inconclusive means small, poorly fitted or top-dose-only effect, or another doubt; inactive means no such curve, though single readings can be large; an effect the other way counts as inactive or inconclusive. Not all compounds are listed; count on the stated rates, not on these rows.

SMILES | TSHR antagonist | PKM2 act | Menin-MLL TR inh | Chronic BCR inh | Eya2 phos inh | GALK inh | hERG WT inh | USP2a block | S-ASM inh | MBNL1 CUG block | Mito fusion act
CCn1c(SCC(=O)N2CCCCC2)nc2c1c(=O)n(C)c(=O)n2C | 20 | · | -17% | 0% | -7% | -1% | -1 | 5% | 1% | -2% | -20%
CN=c1scc(-c2cc(OC)ccc2OC)n1/N=C/c1c(C)[nH]c2ccccc12 | -2 | -2% | ? | ? | -12% | 0% | -2 | -1% | -2% | · | ?
COc1ccc(Cl)cc1NC(=O)Cn1c(=O)oc2ccccc21 | -6 | · | ? | 2% | 8% | -4% | -1 | 3% | -2% | ? | 6%
Cc1cccc(S(=O)(=O)Nc2cc(Cl)ccc2N2CCOCC2)c1 | 7 | · | · | 0% | -19% | · | 2 | 1% | 6% | · | ·
CN(CC(=O)Nc1ccc(F)cc1)C(=O)C1CCN(S(=O)(=O)c2ccc3c(c2)OCCO3)CC1 | 12 | · | · | ? | -14% | · | -3 | 0% | 4% | · | -4%
COc1ccc(OCCCC(=O)Nc2ccc3c(c2)OCO3)cc1 | -5 | -3% | 4% | 1% | -10% | 0% | -19 | -1% | -4% | 8% | -2%
CCOc1ccc(N(CC(=O)NCc2ccccc2)S(=O)(=O)c2ccc(C)cc2)cc1 | 4 | -1% | ? | ? | 0% | -1% | -16 | 5% | -3% | -5% | -10%
Cc1cc(CNC(=O)C2CCC(=O)N(CCc3cccc(F)c3)C2)on1 (stereo not drawn) | 16 | · | · | 0% | 5% | -5% | -5 | -6% | 4% | -6% | 5%
Cc1cc(NC(=O)/C=C/c2cccc(F)c2)n(-c2nc3ccccc3[nH]2)n1 | -11 | 0% | -16% | -1% | -1% | · | -6 | 2% | -16% | -2% | -3%
CCC(C)[C@H](NC(=O)NC1CCN(Cc2ccccc2)CC1)C(=O)OC (stereo partly drawn) | 8 | -1% | -8% | 2% | -38% | 0% | 0 | 5% | 1% | 1% | -1%
CC(C)(C)Nc1c2ccccc2nc2ccccc12 | 8 | · | -10% | 2% | -18% | -3% | 2 | -2% | 167%[activator] | 7% | 13%
O=C(Cn1nc(-c2ccccc2)c2ccccc2c1=O)Nc1cccc(O)c1 | 7 | -3% | 24% | 0% | -9% | 1% | 2 | 1% | -12% | 5% | 8%
COc1ccccc1-c1coc2c(CN3CCOCC3)c(O)ccc2c1=O | 15 | -3% | 11% | 3% | ? | -6% | -1 | -1% | 25% | 15% | 0%
COc1ccccc1NC(=O)N1CCC(NC(=O)C(Cc2ccccc2F)NC(C)=O)CC1 (stereo not drawn) | 4 | · | · | 9% | 3% | -2% | 6 | -2% | 3% | 2% | 1%
O=C(c1ccccc1)N1CCN(C2C3CC4CC(C3)CC2C4)CC1 (stereo not drawn) | -12 | 5% | -14% | 8% | -1% | 3% | -7 | ? | -1% | 4% | 2%
Cc1cccc(N(C(=O)Nc2ccccc2)C2=NCC(C)S2)c1 (stereo not drawn) | 20 | -2% | 1% | 2% | -2% | 1% | -1 | 2% | 6% | 4% | 2%
N#Cc1ccc(N2C(=O)[C@@H]3C(C(=O)c4ccc5ccccc5n4)=NN[C@@H]3C2=O)cc1 | 16 | -10% | 10% | 10% | 2% | 1% | -98* | -3% | -7% | 32%[activator] | 3%
CCN(CC)S(=O)(=O)c1cccc(-c2n[nH]c(=S)n2/N=C/c2ccc(C(=O)OC)cc2)c1 | -17 | -11% | ? | 3% | -20% | -2% | -16 | -1% | 12% | 14% | 10%
O=C(CCCN1C(=O)/C(=C/c2cccs2)SC1=S)Nc1ccccn1 | 10 | 4% | ? | ? | -5% | 2% | 0 | -1% | -9% | 15% | 4%
Cc1ccc(NC(=O)COC(=O)C2COc3ccccc3O2)cc1 (stereo not drawn) | -10 | · | · | -1% | -5% | · | -4 | 1% | 5% | · | -3%
CCOC(=O)C1(P(=O)(c2ccccc2)c2ccccc2)CCC1 | -2 | 6% | -5% | 19% | 19% | 0% | -6 | 3% | 3% | -1% | -1%
COc1ccc2c(=O)c(Oc3ccc(C(=O)O)cc3)c(C(F)(F)F)oc2c1 | 4 | 1% | 19% | ? | 2% | 10% | -15 | 3% | 4% | -2% | 1%
COc1ccc2c(C)c(C(=O)O)oc2c1 | -8 | 0% | -13% | ? | -4% | 4% | -2 | -2% | 11% | -7% | 3%
COc1cccc(Nc2ccc(N3CCCCC3)cc2)c1OC | 5 | · | · | ? | -18% | · | · | -3% | 3% | · | 2%
CSc1nc2sc3c(c2c(=S)[nH]1)CC(C)(C)OC3 | -5 | · | ? | ? | ? | 3% | -38 | 3% | 10% | 16% | -5%

The list goes on:
SMILES | TSHR antagonist | PKM2 act | Menin-MLL TR inh | Chronic BCR inh | Eya2 phos inh | GALK inh | hERG WT inh | USP2a block | S-ASM inh | MBNL1 CUG block | Mito fusion act
O=C1C=C(NC2CCCC2)CC(c2ccccc2)C1 (stereo not drawn) | 14 | 3% | 9% | -4% | -23% | -1% | -10 | 1% | 1% | · | 0%
O=C(c1ccc(OC2CCN(CCc3ccccc3)CC2)cc1)N1CCCC(CCCO)C1 (stereo not drawn) | -3 | · | -17% | 0% | 3% | -1% | -10 | -2% | 1% | -4% | -6%
O=C(c1cnn2c(C(F)F)cc(C3CC3)nc12)N1CCCC1 | 7 | 1% | 0% | -16% | -13% | 2% | -3 | 0% | 0% | -2% | 1%
O=C(COC(=O)C1CC(=O)N(c2nc(-c3ccccc3)cs2)C1)c1ccccc1 (stereo not drawn) | 8 | 0% | -30% | ? | 6% | 0% | -2 | -4% | -9% | -2% | -3%
CCN(C(=O)CSc1nc2cc(C(F)(F)F)ccc2n1Cc1ccccc1)C1CCS(=O)(=O)C1 (stereo not drawn) | -3 | 10% | -7% | ? | -9% | 0% | -2 | -1% | -10% | -10% | -3%
Cc1ccnc(NC(=O)c2cc3cc(F)ccc3s2)c1 | -18 | · | ? | ? | 6% | -2% | 13 | 0% | -5% | 13% | 2%
COc1ccc(S(=O)(=O)N2CCCC(C(=O)NCc3ccc(F)cc3)C2)cc1 (stereo not drawn) | 5 | -2% | 6% | 7% | -3% | 5% | 7 | -2% | -4% | -6% | 11%
COCCCn1c(SCC(=O)Nc2ccc3c(c2)OCCO3)nnc1-c1ccoc1C | 3 | 15% | -6% | 0% | -2% | 4% | -7 | 0% | 3% | -2% | 2%
O=C(CSc1ccccc1)NCc1ccccn1 | 10 | -2% | -2% | -1% | 7% | 1% | -3 | 4% | 3% | -8% | -19%
O=C(COC(=O)c1cccnc1Nc1ccccc1F)NC1CC1 | 11 | 0% | 24% | 2% | -17% | 0% | 11 | 2% | 1% | -6% | -1%
COc1ccc(NS(=O)(=O)c2cc(NC(=O)c3ccc(Cl)cc3)ccc2N2CCOCC2)cc1 | 1 | · | · | ? | -22% | · | 0 | -15% | -16% | · | ·
CSCC(O)Cn1[nH]c(=O)c2cc(Cl)c(Cl)cc2c1=O (stereo not drawn) | -13 | 0% | · | ? | -9% | -2% | -1 | -1% | 0% | ? | -4%
NC(=O)c1ccccc1NC(=O)NC1CCCCC1 | -3 | -19% | 8% | ? | 1% | 0% | -3 | 0% | 4% | ? | -2%
CC(=O)Nc1ccc(S(=O)(=O)c2ccc(N)cc2)cc1N | -1 | -7% | 1% | -5% | -6% | 3% | -1 | 2% | 4% | -10% | 0%

Screens: PubChem, National Center for Advancing Translational Sciences (NCATS)
